# G9a block = inhibitors of human histone lysine methyltransferase G9a; Potency, µM (top dose mostly 102 µM), without a hit: top-dose activity, negative = inhibition, usual class: inhibitors; hit rate 8.8% among 350,000; G9a H3K9 monomethylation, AlphaScreen, 2 h; AID 504332; Q96KQ7; also: % is scaled to controls: 0 for no effect and ±100 for the full control effect; nearly all actives have a fitted effect of over 75% in size
# Target sequence (Q96KQ7 913-1193 limits assumed): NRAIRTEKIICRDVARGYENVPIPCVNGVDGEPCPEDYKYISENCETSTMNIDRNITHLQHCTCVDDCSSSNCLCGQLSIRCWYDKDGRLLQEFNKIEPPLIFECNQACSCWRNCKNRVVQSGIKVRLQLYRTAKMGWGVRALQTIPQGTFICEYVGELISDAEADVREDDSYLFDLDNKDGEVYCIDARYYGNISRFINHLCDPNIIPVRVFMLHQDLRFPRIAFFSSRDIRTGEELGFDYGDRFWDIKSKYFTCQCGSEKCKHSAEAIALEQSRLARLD
#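 Signal arises when biotinylated H3K9 peptide, once monomethylated, bridges streptavidin donor and antibody-captured acceptor beads. Enzyme at 20 nM was preincubated 15 min with test compounds; peptide 500 nM and SAM 20 uM then reacted for 2 h.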
# BAZ2B inh = BAZ2B (human) inhibition | Q9UIF8 | AlphaScreen BAZ2B-H3K14Ac peptide displacement | Potency, µM (highest dose often 114 µM), inactives show at the top dose activity change, negative = inhibition, actives largely listed as inhibitors | hit rate 4.4% among 360,000; also: % is scaled to controls: 0 for no effect and ±100 for the full control effect; nearly all actives have a fitted effect of over 60% in size
#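 Protein-peptide AlphaScreen: BAZ2B 50 nM, b-H3K14Ac 50 nM, 1x PBS pH 7.4 + 0.01% Tween-20. Preincubation 30 min RT; cpd 30 min RT (top 110 uM); beads 20 min RT, light-protected.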
# Pol iota inh = blocks human DNA polymerase iota activity; Q9UNA4; Pol iota fluorescent replication assay, 10 min; Potency, µM (doses to about 115 µM), for the others: at the highest dose activity, negative = inhibition, most hits filed as inhibitors; hit rate 1% among 390,000
#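 Fluorescent replication assay read twice, at 0 min and 10 min after adding 50 nM (final) substrate. Enzyme (10 nM) and compounds were first incubated 15 min at room temperature; enzyme-free buffer wells were negative controls.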
# Pol kappa inh = DNA polymerase kappa (human) inhibition | purified Pol kappa, fluorescent DNA synthesis assay, 10 min | Potency, µM (series often up to 107 µM), without a hit: at the highest dose activity, negative = inhibition, hits mostly inhibitors | hit rate 0.53% among 400,000 | AID 588579; also: % is scaled to controls: 0 for no effect and ±100 for the full control effect
#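 Pol kappa 10 nM + cpd, 15 min RT; start w/ substrate 50 nM final; fluorescence kinetic read, 0 and 10 min. Neg ctrl: buffer, no enzyme.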
# Pol beta inh = inhibitors of human DNA polymerase beta | P06746 | Pol beta primer extension/strand displacement, fluorescence kinetic | Potency, µM (titrated, usually from 114 µM), for the others: top-dose activity change, negative = inhibition, hits mostly inhibitors | hit rate 1.3% among 340,000; also: % is scaled to controls: 0 for no effect and ±100 for the full control effect
#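 Kinetic readout of DNA synthesis with strand displacement by Pol beta. Compound and 10 nM enzyme sit 15 min at room temperature; 50 nM substrate starts the reaction, read immediately and at 10 min.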
# JMJD2A Tudor = JMJD2A Tudor domain (human) inhibition; AlphaScreen JMJD2A-Tudor / H3K4me3 peptide binding; O75164; Potency, µM (doses to about 114 µM), for the others: at the top dose activity change, negative = inhibition, usual class: inhibitors; hit rate 4.4% among 390,000; also: % is scaled to controls: 0 for no effect and ±100 for the full control effect; nearly all actives have a fitted effect of over 50% in size
# APE1 inh = APE1 (human) endonuclease inhibition; P27695; recombinant APE1, TAMRA/BHQ-2 abasic DNA cleavage fluorescence; Potency, µM (series often up to 65.8 µM), for inactives: at the highest dose activity change, negative = inhibition, usual class: inhibitors; hit rate 0.35% among 350,000;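 also: plate controls were vehicle for no effect and reference inhibitor for full effect; nearly all actives have a fitted effect of over 55% in size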
#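 Activity was derived from the fluorescence gain between first and third kinetic reads (60 s intervals, ex 525/em 598 nm) after 50 nM THF-abasic TAMRA/BHQ-2 duplex was added to 0.75 nM APE1 preincubated 15 min with compound.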
# BLM inh = inhibitors of human Bloom syndrome helicase BLM | P54132 | recombinant BLM DNA unwinding, fluorescence dequenching | Potency, µM (doses to about 56.1 µM), without a hit: at the highest dose activity change, negative = inhibition, most hits filed as inhibitors | hit rate 0.2% among 350,000 | AID 2528;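 also: plate controls were vehicle for no effect and no enzyme for full effect; nearly all actives have a fitted effect of over 35% in size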
# Pol eta inh = blocks human DNA polymerase eta activity; Potency, µM (doses to about 114 µM), without a hit: at the highest dose activity change, negative = inhibition, hits mostly inhibitors; Q9Y253; hit rate 1.2% among 390,000; recombinant Pol eta, fluorescent DNA replication assay; also: % is scaled to controls: 0 for no effect and ±100 for the full control effect
# Target sequence (Q9Y253 whole entry, looked up): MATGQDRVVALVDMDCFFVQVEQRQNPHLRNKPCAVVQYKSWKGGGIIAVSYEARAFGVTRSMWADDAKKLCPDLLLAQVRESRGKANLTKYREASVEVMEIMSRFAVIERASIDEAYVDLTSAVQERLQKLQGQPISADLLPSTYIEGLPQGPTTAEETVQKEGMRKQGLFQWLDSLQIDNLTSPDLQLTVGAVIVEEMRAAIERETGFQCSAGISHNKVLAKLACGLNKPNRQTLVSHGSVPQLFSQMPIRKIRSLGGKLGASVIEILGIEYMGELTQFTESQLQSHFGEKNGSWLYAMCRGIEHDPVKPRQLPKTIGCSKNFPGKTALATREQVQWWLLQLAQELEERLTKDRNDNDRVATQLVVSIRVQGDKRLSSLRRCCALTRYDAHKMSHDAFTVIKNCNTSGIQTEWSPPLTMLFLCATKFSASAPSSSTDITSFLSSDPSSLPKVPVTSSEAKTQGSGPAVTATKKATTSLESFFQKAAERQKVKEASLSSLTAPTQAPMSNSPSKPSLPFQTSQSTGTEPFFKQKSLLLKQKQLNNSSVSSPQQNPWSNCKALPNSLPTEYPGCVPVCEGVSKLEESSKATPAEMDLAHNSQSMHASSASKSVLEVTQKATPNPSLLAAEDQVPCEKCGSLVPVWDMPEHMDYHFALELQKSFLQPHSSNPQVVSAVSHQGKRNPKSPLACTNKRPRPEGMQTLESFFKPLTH
#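 Fluorescent replication assay: 50 nM final substrate added after a 15 min room-temperature compound preincubation with 10 nM enzyme. Signal taken at 0 min and again at 10 min.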
# Active calls of the source: *; ? = inconclusive; nt = not tested or not shown; [ ] = remark or other dose. Calls follow the shape of the dose curve; as a rule, active = well fitted curve in the direction sought with a large enough effect; inconclusive = small, poorly fitted or top-dose-only effect, or another doubt; inactive = no such curve, though single readings can be large; an effect the other way counts as inactive or inconclusive. Potency is read from the fitted curve at half-maximal effect. The list is partial; the hit share may differ from the screen's.
SMILES,G9a block,BAZ2B inh,Pol iota inh,Pol kappa inh,Pol beta inh,JMJD2A Tudor,APE1 inh,BLM inh,Pol eta inh
CC(OC(=O)c1cccs1)C(=O)Nc1nc(-c2ccccc2)cs1 (configuration not stated),79µM*,3%,58%[activator],-5%,-1%,5%,-1%,-6%,-24%
COc1cccc(CNC(=O)CC2C(=O)NCCN2Cc2ccoc2)c1OC (configuration not stated),-9%,3%,9%,-15%,12%,-9%,3%,-3%,2%
O=C(COC(=O)/C=C/c1ccc(Cl)cc1)NC1CCCC1,21%[2.33 µM],14%,17%,-1%,nt,0%,-3%,nt,-11%
CSc1cccc(NS(=O)(=O)c2cccc3nsnc23)c1,-31%[12.7 µM],-9%,20%,-7%,2%,-15%,-5%,0%,-13%
N#CCC(=O)N/N=C/c1ccc(OCC(=O)Nc2ccc(F)cc2)cc1,25%[59 µM],-17%,-10%,6%,-7%,-10%,-1%,-5%,-29%
COc1ccc(C(N)=O)cc1NC(=O)c1cccc(F)c1,91%[activator][59 µM],-36%[57.1 µM],10%,-3%,7%,-9%,-2%,1%,-4%
CC(C)CNC(=O)c1cccc(NC(=O)c2ccco2)c1,30%[12.7 µM],11%,19%,1%,11%,-1%,-1%,2%,6%
COc1cccc(C(=O)Nc2ccc3c(c2)C(=O)NC3=O)c1,15%,-7%,-26%,-8%,4%,-21%,-9%,-8%,-18%
O=C(NC1CCCC1)c1cccc(NC(=O)c2ccco2)c1,-3%,44%[activator],-9%,6%,11%,-8%,-5%,-1%,-9%
O=C1CNC(=S)N1Cc1cccc(Cl)c1,37%[0.501 µM],1%,8%,10%,8%,-6%,-10%,-5%,-3%
COc1cc2sc(-c3ccc(S(C)(=O)=O)cc3)c(C(=O)NCCCCO)c2cc1OC,nt,nt,52%[activator],6%,nt,-4%,9%,nt,-13%
CCc1nnc(NC(=O)c2ccc(COc3cccc(C)c3)o2)s1,-8%[59 µM],4%,22%,12%,49%,1%,0%[12.4 µM],1%,-9%
O=C(O)c1cc(S(=O)(=O)N(Cc2ccccc2)c2cccc(C(F)(F)F)c2)ccc1Cl,8%,6%,9%,0%,9%,-1%,-7%,-11%,-21%
CCc1cc2c(=O)n(CCC(C)C)c(=S)[nH]c2s1,?,-3%,65%[activator],-9%,2%,0%,-6%,-3%,-20%
COc1ccc(OC)c(CN2CCCC(C(=O)c3ccccc3SC)C2)c1 (configuration not stated),nt,?,59%[activator],-16%,5%,?,3%,-5%,-27%
COc1ccc(CCNC(=O)CSc2nnc3ccc(-c4ccccn4)nn23)cc1,4%,5%,29%,-5%,nt,-5%,6%,nt,-19%
COCCOC(=O)C(CC(=O)O)NCc1ccco1 (configuration not stated),nt,-7%,20%,-5%,3%,?,6%,0%,29%
COc1cccc(-n2c(C)cc(/C=C3\C(=N)N4N=C(CC(=O)N5CCOCC5)SC4=NC3=O)c2C)c1,-5%,50µM*,?,-18%,?,-2%,0%,-6%,-19%
N#Cc1cccc(NC(=O)N2CCC3(CC2)CCN(C(=O)c2csnn2)CC3)c1,-6%[12.7 µM],nt,nt,0%[60.1 µM],nt,nt,-5%,-3%,nt
CC(C)(C)c1ccc(C(=O)NCCOc2ccccc2F)cc1,33%,21%,50%[activator],2%,6%,23%,-22%,-12%,-11%
O=C(Nc1cn(-c2ccccc2)nc1-c1ccc(F)cc1)c1ccccc1,-6%[59 µM],1%,-2%,4%,48%,-17%,11%,3%,-15%
CC(CCc1ccccc1)NC(=O)CCN1N=C(c2ccccc2)CCC1=O (configuration not stated),3%,-2%,29%,8%,18%,14%,-3%,-7%,-26%
CCOCCn1c(CN2CCCC(C)C2)nc2c1c(=O)n(C)c(=O)n2C (configuration not stated),18%[12.7 µM],2%,-2%,-4%,23%,-16%,-2%,1%,4%
Cc1c(Cl)cccc1N1CCn2c1nc1c2c(=O)n(CC(=O)O)c(=O)n1C,9%[59 µM],-17%,-17%,10%,-1%,-9%,nt,1%,8%
Cc1noc(C)c1S(=O)(=O)NCc1cccc(Cl)c1,2%[12.7 µM],18%,-24%,-4%,nt,1%,6%,nt,-4%

# Copied from the list:
# In BAZ2B inh, CCc1nnc(NC(=O)c2ccc(COc3cccc(C)c3)o2)s1 is entered as 4%
# In BAZ2B inh, CC(OC(=O)c1cccs1)C(=O)Nc1nc(-c2ccccc2)cs1 (configuration not stated) is entered as 3%
# In APE1 inh, O=C(COC(=O)/C=C/c1ccc(Cl)cc1)NC1CCCC1 is entered as -3%

# Following part.
SMILES,G9a block,BAZ2B inh,Pol iota inh,Pol kappa inh,Pol beta inh,JMJD2A Tudor,APE1 inh,BLM inh,Pol eta inh
CCN(C(=O)CSc1nnc(COc2cccc(C)c2)o1)c1nc(C)cs1,1%,2%,2%,-3%,25%,3%,14%,-4%,-4%
CC(C)c1[nH]nc2c1C(C(C)C)C(C#N)=C(N)O2 (configuration not stated),-4%,18%,11%,-17%,21%,-14%,-8%,2%,7%
CC(=O)c1ccc(NC(=O)CCC(=O)OCC(=O)c2cccc([N+](=O)[O-])c2)cc1,-3%,-1%,84%[activator],-2%,1%,4%,46%,1%,-8%
CC(C)C(C)NC(=O)CN1C(=O)NC(c2ccccc2)(c2ccccc2)C1=O (configuration not stated),0%,-12%,12%,-9%,17%,-5%,14%,-2%,-11%
O=C(Cn1cnc2ccccc2c1=O)Nc1ccccc1N1CCOCC1,?,-19%,110%[activator],-8%,-21%,0%,4%,1%,-20%
Cc1cc(C)cc(N(CC(=O)NCC2CCCO2)C(=O)CCC(=O)Nc2cc(C)on2)c1 (configuration not stated),-5%[59 µM],5%,8%,-14%,25%,-11%,-1%,-3%,6%
CN1C(=O)/C(=C/c2coc3ccc(O)cc3c2=O)SC1=S,?,-3%,-17%,-7%,-3%,-11%,4%,-2%,6%
COc1cccc(CNC(=O)Cc2ccc(OC)c(S(=O)(=O)N3CCOCC3)c2)c1,3%[0.501 µM],-7%,9%,-13%,nt,-12%,-9%,nt,-3%
Cc1ccc(NC(=O)c2cc(C)n(-c3cccc(C)c3)c2C)cc1,-3%[59 µM],?,6%,-2%,?,-29%,-1%,-11%,-20%
O=C(NCC1CCCO1)C1CCN(CC2CCCCC2)CC1 (configuration not stated),?,?,12%,1%,14%,35µM*,-4%,-2%,-2%
CC(C)CC(=O)NC(=S)Nc1ccc(Cl)cn1,-11%,7%,7%,-7%,9%,7%,9%,2%,-5%
COC(=O)c1ccccc1CC1SC(N)=NC1=O (configuration not stated),2%,10%,115%[activator],-2%,-7%,11%,19%,1%,-13%
Cc1ccc(-c2nnc(SCC(=O)NC3CC3)o2)cc1,12%,0%,25%,-10%,40%,8%,-8%,-3%,-7%
CC1C(=O)N2CCCc3cc(S(=O)(=O)N4CCCCC4)cc1c32 (configuration not stated),-28%,10%,19%,-9%,nt,4%,-15%,nt,-19%
CCOc1cccc(C(=O)N(Cc2ccc(F)cc2)Cc2ccco2)c1,6%[59 µM],19%,2%,-7%,33%,-4%,nt,-5%,-6%
O=C(c1n[nH]c(=O)c2ccccc12)N1CCN(c2ccccc2Cl)CC1,-9%[59 µM],nt,10%,-6%,-3%,-22%[57.1 µM],2%,-2%,-10%
C[C@H](CO)N1C[C@H](C)[C@@H](CN(C)C(=O)Nc2ccccc2)Oc2ccc(NC(=O)Nc3ccccc3)cc2C1=O,nt,nt,-1%,-3%,nt,-11%,-10%,nt,-10%
O=C1CSC(=S)N1Nc1ccccc1,nt,nt,32µM*,-6%,nt,-37%,nt,nt,-9%
Cc1ccc(N(CC(=O)NCC2CCCO2)C(=O)Cn2nnc(-c3cccs3)n2)cc1 (configuration not stated),5%,-16%,-20%,4%,7%,-14%,6%,-9%,-10%
COc1cc(C(C)=O)ccc1OCC(=O)Nc1ccccc1N1CCCC1,?,?,98%[activator],-2%,16%,?,9%,-2%,-3%
CCOC(=O)Cc1cc(=O)n2[nH]c(-c3ccc(Cl)cc3)cc2n1,5%,-4%,?,-14%,?,-8%,-6%,-13%,-14%
COC(=O)c1ccc2c(=O)n(CCCCCC(=O)NCCc3ccccc3)c(=O)[nH]c2c1,1%[59 µM],-2%,13%,4%[60.1 µM],8%,-23%,nt,-3%,-13%
CN(CC(=O)Nc1ccccc1N1CCOCC1)S(=O)(=O)c1ccc(F)cc1,1%[12.7 µM],-9%,-8%,-8%,24%,-5%,0%,-3%,-4%
O=C(NCCCc1nc2ccccc2n1Cc1cccc(Cl)c1)c1ccco1,-39%[59 µM],-14%,6%,0%,-12%,-19%,nt,-3%,-4%
Cc1nc(Nc2ccc(S(N)(=O)=O)cc2)sc1-c1ccccc1,32µM*,?,17%,1%,-18%,?,2%,-13%,-13%

# Profiles from above. Screens in order: G9a block	BAZ2B inh	Pol iota inh	Pol kappa inh	Pol beta inh	JMJD2A Tudor	APE1 inh	BLM inh	Pol eta inh
# Profile of C[C@H](CO)N1C[C@H](C)[C@@H](CN(C)C(=O)Nc2ccccc2)Oc2ccc(NC(=O)Nc3ccccc3)cc2C1=O = nt	nt	-1%	-3%	nt	-11%	-10%	nt	-10%
# Profile of CC(C)CC(=O)NC(=S)Nc1ccc(Cl)cn1 = -11%	7%	7%	-7%	9%	7%	9%	2%	-5%

# (cont.)
SMILES,G9a block,BAZ2B inh,Pol iota inh,Pol kappa inh,Pol beta inh,JMJD2A Tudor,APE1 inh,BLM inh,Pol eta inh
CC(=O)Nc1ccc(NC(=O)COc2ccc(-c3ccc(C#N)cc3)cc2)cc1,1%[0.501 µM],6%,8%,2%,nt,2%,4%,nt,-1%
O=[N+]([O-])c1ccc(COc2ccccc2CN2CCOCC2)cc1,nt,nt,35%[activator],13%,nt,-18%,nt,nt,-6%
Cc1ccc(OCc2cccc(S(=O)(=O)N(C)C)c2)c([N+](=O)[O-])n1,0%,-8%,13%,5%,24%,1%,10%,-3%,-19%
COc1ccc(/C=N/n2nnnc2N)cc1OC,nt,-4%,72%[activator],-12%,10%,-11%,9%,1%,-6%
CNC(C)C(=O)NC(C(=O)N1CCCC1C(=O)Nc1ccc2ncccc2c1)C(C)C (configuration not stated),15%[2.33 µM],14%,4%,-13%,nt,-22%,-6%,nt,-8%
CCc1ccc(NC2=CC(=O)CC(C)(C)C2)cc1,1%,5%,129%[activator],0%,4%,-3%,44%,-1%,3%
O=C(CC(=O)Nc1ccc(Cl)c(Cl)c1)N/N=C/c1ccc(O)cc1,5%[59 µM],-30%,10%,-7%,-11%,-18%,-9%,-3%,-10%

# Compound activity deposited in PubChem by National Center for Advancing Translational Sciences (NCATS).
